# aDG glyco up: increases alpha dystroglycan glycosylation. activation, % at 10 µM. AID 624168. Pro5-aDG cells, alpha-DG glycosylation AlphaScreen (IIH6); 0% Pro5, 100% B10-LARGE cell signal. actives 0.22% (n = 360,000);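 active = activation of at least 8% versus controls, or a plate z-score of at least 8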;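 also: Pro5 are CHO cells carrying HIG-tagged alpha-DG that lacks glycosylation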
# MC4R ag barr: activates human MC4R beta-arrestin recruitment. U2OS MC4R beta-arrestin complementation, luminescence; percent of melanotan II response, DMSO zero. P32245. actives 0.98% (n = 360,000). activation, % at 8.9 µM. AID 540308;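 active = activation above a per-plate cutoff, the mean activation of sample wells on that plate plus 3 SD, cut at about 8% in these data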
# Target sequence (P32245 whole entry, looked up): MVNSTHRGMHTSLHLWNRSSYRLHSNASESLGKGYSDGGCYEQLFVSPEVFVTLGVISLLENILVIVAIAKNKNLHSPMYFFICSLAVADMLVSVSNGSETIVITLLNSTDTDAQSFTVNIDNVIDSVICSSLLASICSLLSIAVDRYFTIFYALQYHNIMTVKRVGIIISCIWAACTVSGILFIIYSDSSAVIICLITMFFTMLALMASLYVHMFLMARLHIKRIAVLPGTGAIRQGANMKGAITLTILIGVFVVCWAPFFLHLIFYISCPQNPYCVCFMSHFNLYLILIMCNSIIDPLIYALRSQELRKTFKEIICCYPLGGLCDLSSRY
# Cardio protect: protects H9c2 cardiomyocytes from peroxide injury; H2O2 injury protection, ATPLite, 2 h; protection from H2O2 cell death, % at 20 µM; actives 0.63% (n = 360,000); AID 588492;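 active = compounds giving at least 50% protection of heart cells from peroxide-induced death in the single-dose screen, raw or plate-pattern-corrected value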;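 also: 0% = DMSO wells with peroxide and 100% = DMSO wells without peroxide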
# ABCB6 inh 2: human ABCB6 transporter inhibition; Q9NP58; K562-ABCB6 porphyrin accumulation, flow cytometry, 1 h; hits give low values; fluorescence ratio to DMSO, % at 10 µM; actives 0.19% (n = 360,000);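 active = fluorescence ratio to DMSO below 75%, the collection mean minus 3 SD; inconclusive = too few cells collected in the well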;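 also: signal is porphyrin accumulated inside mitochondria; 100% equals median channel fluorescence of DMSO control wells; lower ratio means ABCB6 inhibition with less porphyrin fluorescence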
# MC4R antag cAMP: antagonists of human melanocortin 4 receptor (MC4R); P32245; MC4R-expressing cells, MTII-stimulated cAMP, LANCE TR-FRET; inhibition, % at 6.5 µM; actives 0.48% (n = 360,000); AID 540295;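 active = inhibition above its plate's cutoff, the mean of tested wells on that plate plus 3 SD, cut at about 29% in these data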;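 also: 0% = Melanotan II alone and 100% = Melanotan II plus saturating MCL0020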
#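 System: U2OS-MC4R stable cell line; Technique: Eu-cAMP/anti-cAMP TR-FRET, emission 671 nm; Repeats: single well per compound; Also added: Melanotan II; Dosing: one concentration, 6.5 µM nominal; Schedule: 30-min compound, 1-h challenge, 1-h detection, room temperature.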
# ABHD5 PLIN5 PPI: blocks binding of human ABHD5 to perilipin-5. Q00G26+Q8WTS1. AID 602281. actives 0.78% (n = 360,000). inhibition, % at 4 µM. Split G. princeps luciferase complementation, luminescence, 4 h;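 active = inhibition above the mean inhibition across every tested compound plus 3 SD, cut at about 22% in these data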;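 also: 0% = DMSO only wells and the 100% control is not disclosed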
# m5-HT2A agonist: agonists of mouse serotonin 5-HT2A receptor (HTR2A). actives 0.66% (n = 360,000). P35363. CHO-K1 mHTR2A beta-arrestin complementation, luminescence; percent of 30 µM serotonin response. activation, % at 7.6 µM;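 active = activation above a run cutoff, the mean activation of all tested compounds plus 3 SD, cut at about 14% in these data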;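 also: 0% = plate median of compound wells and 100% = 30 µM serotonin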
# Target sequence (P35363 whole entry, looked up): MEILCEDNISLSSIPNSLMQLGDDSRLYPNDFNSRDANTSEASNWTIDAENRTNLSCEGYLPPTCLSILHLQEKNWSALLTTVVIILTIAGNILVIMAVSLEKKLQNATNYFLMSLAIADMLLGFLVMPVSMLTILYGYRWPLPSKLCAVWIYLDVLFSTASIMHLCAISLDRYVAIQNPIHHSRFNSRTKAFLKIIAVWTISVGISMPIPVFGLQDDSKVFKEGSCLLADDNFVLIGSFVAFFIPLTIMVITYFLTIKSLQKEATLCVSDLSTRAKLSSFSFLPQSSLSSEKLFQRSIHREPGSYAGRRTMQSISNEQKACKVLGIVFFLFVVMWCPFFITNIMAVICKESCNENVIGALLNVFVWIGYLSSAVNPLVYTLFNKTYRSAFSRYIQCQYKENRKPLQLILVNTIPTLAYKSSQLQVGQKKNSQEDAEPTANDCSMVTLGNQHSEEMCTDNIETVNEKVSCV
# N-glyco inh: N-linked glycosylation inhibition; reporter increase, % at 12.5 µM; AID 588692; D54 ERlucT glycosylation luciferase reporter, 24 h; percent of 100 nM tunicamycin response; actives 0.23% (n = 360,000);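 active = mean luciferase reporter signal, scaled so untreated is 0 and the glycosylation-blocking control 100, at or above a set limit in every replicate; inconclusive = mean reaches the limit but not every replicate does; inactive = mean below the limit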;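 also: luciferase carries N-glycosylation sites so blocking glycosylation raises the light; 0% = median of neutral control wells and 100% = median of 100 nM tunicamycin wells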
# Granule exo inh: blocks lytic granule exocytosis | inhibition, % at 10 µM | TALL-104 LAMP-1 surface exposure, flow cytometry; cells stimulated with thapsigargin and PMA | AID 651702 | actives 0.66% (n = 360,000);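 active = inhibition above about 55%, limit read from the data; inconclusive = no clear call, values can overlap the other calls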
# hiPSC survival: hiPSC single-cell survival enhancement; ATPlite luminescence; 100% = ROCK inhibitor wells, 0% = DMSO; actives 0.044% (n = 360,000); survival enhancement, % at 20 µM; in the data active = survival enhancement above about 18%;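 also: cells exposed to compounds for 16 hours before the ATP read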
# Active calls of the source: *; u = inconclusive; x = not tested or not shown.
SMILES,aDG glyco up,MC4R ag barr,Cardio protect,ABCB6 inh 2,MC4R antag cAMP,ABHD5 PLIN5 PPI,m5-HT2A agonist,N-glyco inh,Granule exo inh,hiPSC survival
CSCCC(NC(=O)c1ccccc1)C(=O)N1CCN(Cc2ccc(Cl)cc2)CC1 (stereo not drawn),0.0,1.3,14,90,11,6,5,-3,0,-0.4
CC(=O)N1CCN(c2ccc(NC(=O)c3ccc(Br)o3)cc2Cl)CC1,-0.1,-0.6,6,103,10,2,-4,-2,-10,1.3
Cc1noc(C)c1C(=O)OCC(=O)NC1CC1,-0.2,-1.0,-9,95,0,2,-1,1,-9,1.1
Cc1cc(NC(=O)CSc2nnc(-c3ccc(Cl)s3)o2)no1,0.3,-1.4,32,101,9,-22,-4,1,10,3.1
CC(=O)c1cccc(Nc2ccc(-c3ccccc3F)nn2)c1,0.2,-1.1,-1,99,-3,3,1,2,-5,-0.3
O=C(Cn1ccc(NC(=O)OCc2ccccc2)nc1=O)NCC1CCCO1 (stereo not drawn),0.0,-1.9,10,99,0,9,6,6,0,-2.0
CC(C)Oc1ccc(C(=O)Nc2nnc(C3=COCCO3)o2)cc1,0.0,-4.9,18,102,-1,-5,-6,-1,0,-0.7
CCCNC(=O)c1cccc(Cn2nc(C)c(Br)c2C)c1,0.5,-1.1,-15,94,9,1,1,-2,-1,3.6
CN(C)C(CNC(=O)Nc1cccc(Cl)c1)c1cccnc1 (stereo not drawn),0.0,-1.8,2,98,4,0,-5,-2,-1,-0.3
O=C(N=Nc1c(O)[nH]c2ccccc12)c1ccc(CN2CCOCC2)cc1,-0.3,-0.9,3,103,-27,-2,-2,-1,-2,-1.7
O=C(CSCc1ccccc1)NCc1ccc2c(c1)OCO2,0.2,2.9,-5,139,4,1,-3,2,-1,3.5
CCOc1ccc(S(=O)(=O)N(C)CC(=O)N2CCCC2)cc1,-0.3,-0.8,-1,96,-3,-20,3,1,3,-0.3
CCN(c1ccccc1)S(=O)(=O)c1cccc(C(=O)NCC(c2cccs2)N2CCOCC2)c1 (stereo not drawn),0.1,0.6,2,93,5,4,-2,-2,-5,-0.4
COC(=O)c1ccc2nc(-c3ccc(C#N)cc3)c(Cc3cccc(F)c3)n2c1,0.9,x,20,94,x,-16,3,1,2,-0.6
CCN(CC(=O)Nc1cc(Cl)ccc1C)C(=O)C1CCCCC1,0.4,-1.3,0,99,12,-5,-4,0,0,-0.6
Cc1ccc([C@H]2C[C@@H](n3cc(C4CC4)nn3)[C@H](O)CN2Cc2cccs2)cc1,0.1,-0.2,-7,99,7,5,0,-1,2,5.0
O=C(COC(=O)c1ccccc1C(=O)c1ccccc1)NCc1ccc(F)cc1,0.1,0.6,-9,101,19,4,-6,-1,6,-0.4
CCOC(=O)[C@]12CCCC=C1N(CCc1ccc(OC)c(OC)c1)C(=O)[C@H](CC(=O)NCCCCc1ccccc1)C2,0.1,x,x,x,x,3,-6,x,53,x
CCCOc1ccccc1Cn1c(=O)oc2ccccc21,-0.1,0.4,6,97,4,-9,-2,-1,26,0.4
COc1ccc(S(=O)(=O)N(CC(N)=O)C2CCCCC2)cc1Cl,0.3,-0.1,8,91,-3,4,-1,-1,0,2.0
Cc1ccc(S(=O)(=O)CC(O)CN2CCCC2=O)cc1 (stereo not drawn),-0.1,-1.1,7,101,4,2,1,0,3,0.1
CCCCSc1nnc([C@H](C)NC(=O)OC(C)(C)C)o1,0.8,-1.9,-2,104,-1,-2,-1,2,-9,1.8
CN(C)CCCN(C(=O)c1ccc(S(=O)(=O)N2CCc3ccccc3C2)cc1)c1nc2ccc(F)cc2s1,-0.5,17*,-25,94,6,13,-10,u,55,-0.2
NC(=O)c1csc(C2OC(CO)C(O)C2O)n1 (stereo not drawn),-0.2,x,x,99,x,5,2,x,-10,-1.0
COC(=O)c1cc(NC(=O)c2c(Cl)nc3sccn23)cc(C(=O)OC)c1,0.0,2.2,-12,128,3,3,4,2,0,8.4
# (further entries)
SMILES,aDG glyco up,MC4R ag barr,Cardio protect,ABCB6 inh 2,MC4R antag cAMP,ABHD5 PLIN5 PPI,m5-HT2A agonist,N-glyco inh,Granule exo inh,hiPSC survival
CSCCC(NC(=O)c1ccccc1Br)C(=O)NNC(=O)C1COc2ccccc2O1 (stereo not drawn),-0.2,0.3,7,96,10,-4,5,0,0,-0.5
COc1ccc(CNCC(O)(c2ccc(Cl)cc2)c2ccc(Cl)cc2)cc1OC,0.1,1.9,-25,97,7,2,0,-5,-1,-2.0
CCOC(=O)NN=C1CN(S(=O)(=O)c2ccc(C)cc2)C1,-0.1,-2.1,0,172,-1,-4,-4,-1,-1,-0.4
O=C(Nc1ccc(N2CCN(C(=O)c3ccccc3F)CC2)cc1)c1ncn[nH]1,0.2,-1.8,4,106,18,-1,0,-8,-4,-2.2
O=C(NCC(c1cccs1)N1CCOCC1)c1cc([N+](=O)[O-])ccc1Cl (stereo not drawn),-0.1,-2.0,1,95,5,0,1,3,0,-0.2
O=C(Nc1cccc(Cl)c1)C1CCCCC1,-0.2,-0.5,-1,94,-7,2,1,0,-4,2.2
COc1ccc(C(=O)OCC(=O)c2ccc3c(c2)NC(=O)CO3)cc1S(=O)(=O)N1CCOCC1,-0.2,-2.8,10,94,17,-2,0,-1,-3,-1.2
CCOc1ccc2nc(NC(=O)CN3CCN(C)CC3)sc2c1,0.0,2.2,7,91,-7,8,5,-2,u,-0.4
ClCC1CN(Cc2ccccc2Cl)CCO1 (stereo not drawn),-0.3,-3.2,7,102,5,-5,-3,2,0,-2.1
O=C(Cc1ccc(F)cc1)NC1CCS(=O)(=O)C1 (stereo not drawn),-0.2,-1.8,-3,98,14,-13,0,-1,1,-0.4
CC1=CC(=NOS(=O)(=O)c2ccc(C)cc2)CC(C)(C)C1,-0.1,x,-16,102,x,-27,-4,2,6,-1.2
Cc1cccc(NC(=O)Nc2ccc(C)cc2Br)c1,0.3,12*,-4,104,6,0,-1,-2,-4,-1.3
COC(=O)c1ccc(CN2CCCC(C(=O)Nc3cccc(-n4cccn4)c3)C2)cc1 (stereo not drawn),0.1,0.0,-3,97,14,6,-9,-3,7,-0.2
CCOCCCNC(=O)c1cc2sc(Cl)cc2n1CC,0.2,-1.4,5,90,-15,-5,-6,8,1,4.8
CCC1CCCCN1CCCNC(=O)c1cn(CC(C)C)c(=O)c2cc(OC)c(OC)cc12 (stereo not drawn),0.0,-1.6,5,94,2,1,-3,0,-1,0.3
CCOC(=O)/C(C(N)=NC(C)C)=C(\O)c1ccccc1,0.2,-1.0,1,95,5,1,0,1,0,0.3
O=C(c1ccc2nc(Cc3cccc(Cl)c3)oc2c1)N1CCC[C@H]1CO,0.0,0.4,-6,89,-1,0,0,0,-11,0.0
Fc1ccc(-c2nc3ccc(Br)cn3c2Cc2ccsc2)cc1,0.2,x,3,106,x,-19,6,1,-4,3.4
O=C(c1cccc(F)c1)N1CCN(C(=O)C(c2ccccc2)c2ccccc2)CC1,-0.2,-1.4,5,97,12,-2,-4,-2,-13,0.0
O=C(C[n+]1ccccc1)Nc1ccccc1Br,0.1,0.8,0,107,18,2,2,0,-3,0.2
O=C(Nc1ccc(Cl)cc1)Nc1cccnc1,-0.2,-1.8,-14,101,-3,0,0,-1,-7,-2.0
COc1ccc(N(CC(=O)NCc2ccc(Cl)cc2)S(=O)(=O)c2c(C)n[nH]c2C)cc1,0.0,-1.3,-1,101,2,5,1,-2,19,0.1
CC(C)(C)C(=O)Nc1nnc(SCc2cccc(F)c2)s1,0.2,-3.6,-6,100,8,-1,-4,2,21,-1.3
O=C(c1ccsc1)N1CCCC(N2CCN(c3cccc(C(F)(F)F)c3)CC2)C1 (stereo not drawn),0.4,-1.9,-3,94,0,4,-10,2,2,0.0
Cc1cccc(C)c1NC(=O)C(c1ccccc1)N1CCN(c2ccc(F)cc2)CC1 (stereo not drawn),-0.1,x,2,97,x,0,-1,-3,1,0.7
# The list continues.
SMILES,aDG glyco up,MC4R ag barr,Cardio protect,ABCB6 inh 2,MC4R antag cAMP,ABHD5 PLIN5 PPI,m5-HT2A agonist,N-glyco inh,Granule exo inh,hiPSC survival
COc1ccccc1N(CC(=O)NCc1ccccn1)S(C)(=O)=O,0.0,-0.7,3,95,9,0,0,-1,12,-4.2
Cc1nc(C(F)(F)F)ccc1C(=O)N1CCC1(C)C(=O)NS(=O)(=O)c1cccc(C#N)c1 (stereo not drawn),-0.1,0.5,1,97,-4,0,5,3,-8,3.9
O=C(NCc1csc2ccc(Cl)cc12)Nc1cccc2ccccc12,-0.2,-2.6,-6,100,8,-2,0,-12,-12,-0.9
N#Cc1cnn2ccc(-c3ccc4c(c3)CCC4)nc12,1.4,0.3,-6,97,5,3,-6,5,-11,-0.1
CC1CCN(C(=O)COC(=O)/C=C/c2ccc(Br)o2)CC1,-0.1,-4.1,0,97,14,-2,-1,-4,2,-0.4
Cc1ccc(-c2nc(CS(=O)(=O)CC(=O)N3CCCCCC3)c(C)o2)cc1,0.4,3.0,-12,86,-3,0,-4,1,2,-2.4
COc1ccc(-c2ncn(CCC#N)c2[N+](=O)[O-])cc1,0.1,-1.1,7,98,2,-2,-1,0,-1,-0.1
c1ccc2c(c1)oc1c(NCC3CCCO3)ncnc12 (stereo not drawn),0.1,-1.4,5,99,2,-1,-4,-1,1,-1.4
COc1cc2c(cc1OC)CN(S(=O)(=O)/C=C/c1ccccc1)CC2,-0.1,-1.4,-3,98,4,-1,-2,2,0,-0.3
COc1ccc(NC(=O)CN(C)C(=O)Cc2n[nH]c(=O)c3ccccc23)cc1,0.1,3.6,61*,101,9,13,-1,-2,5,-0.3
CC(N)c1ccc(Cl)cc1Cl (stereo not drawn),-0.3,-0.5,9,100,-6,-1,2,2,-1,1.0
CSc1ncc(CN2CCN(C3CCCCC3)C(CCO)C2)cn1 (stereo not drawn),-0.4,-0.7,11,100,12,3,1,0,-2,0.2
COc1ccc(NC(=O)CN(C)C(=O)c2cc(C)oc2C)cc1,-0.1,0.3,-3,100,5,-1,2,5,-5,0.4
CC(O)[C@@H](NC(=O)C1CCC(CNC(=O)[C@H](Cc2ccccc2)NC(=O)OC(C)(C)C)CC1)C(=O)O (stereo partly drawn),-0.1,-2.1,1,95,10,3,3,0,3,-0.4
CCOP(=O)(OCC)c1nc(-c2ccc(OC)cc2)oc1N1CCOCC1,0.0,1.8,0,101,-1,-1,1,-2,-9,-0.7
COc1ccccc1CN1C(=O)CNC1=S,-0.1,-2.4,1,92,-1,5,-3,3,-2,1.6
O=c1ccoc2ccccc12,-0.4,0.9,3,103,-8,3,-2,2,4,-1.5

# This is a random part of the collection; any-hit rate near 4.5%.
